CBFb-RUNX1 inh: blocks binding between human CBF-beta and RUNX1 | AlphaScreen CBFb-His/RUNX1-biotin binding, biochemical | Potency, µM (titrated, usually from 59.8 µM), inactives show top-dose activity, negative = inhibition, actives largely listed as inhibitors | 230,000 tested, under 10 active | AID 1477; further: % of control where 0% means no effect
Target sequence (Q01196 whole entry, looked up): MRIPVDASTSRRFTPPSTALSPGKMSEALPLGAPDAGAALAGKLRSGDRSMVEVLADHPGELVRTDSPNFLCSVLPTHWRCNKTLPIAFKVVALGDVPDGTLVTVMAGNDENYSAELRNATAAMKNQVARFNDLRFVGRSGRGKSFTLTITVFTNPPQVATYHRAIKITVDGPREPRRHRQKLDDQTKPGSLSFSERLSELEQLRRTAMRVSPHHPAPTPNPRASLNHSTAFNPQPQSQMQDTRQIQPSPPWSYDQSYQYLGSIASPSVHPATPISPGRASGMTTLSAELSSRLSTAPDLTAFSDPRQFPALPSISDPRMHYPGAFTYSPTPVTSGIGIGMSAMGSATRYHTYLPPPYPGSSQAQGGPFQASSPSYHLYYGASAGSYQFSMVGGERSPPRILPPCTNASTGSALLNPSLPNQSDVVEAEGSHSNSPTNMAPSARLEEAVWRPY
Target sequence (Q13951 whole entry, looked up): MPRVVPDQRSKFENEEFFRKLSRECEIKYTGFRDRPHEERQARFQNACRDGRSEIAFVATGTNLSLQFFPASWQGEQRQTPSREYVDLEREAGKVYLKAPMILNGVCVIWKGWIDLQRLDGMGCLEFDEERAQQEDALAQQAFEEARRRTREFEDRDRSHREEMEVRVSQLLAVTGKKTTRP
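Read-out: AlphaScreen. Format: His-CBF-beta with biotinylated RUNX1 (30 nM each) preincubated 20 min, compound 15 min, Ni-chelate plus streptavidin beads 90 min; room temperature throughout.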
NPSR antag: neuropeptide S receptor (human) antagonism, cAMP | 220,000 compounds, 1% hits | Q6W5P4 | CHO-NPSR cells, cAMP TR-FRET, antagonist mode | Potency, µM (highest dose often 38.3 µM), without a hit: at the highest dose activity change, negative = inhibition, actives largely listed as inhibitors | AID 1461; further: potency means the concentration at half of the fitted maximal effect; on the % scale 0 is the no-effect control and ±100 the full control effect; nearly all actives have a fitted effect of over 50% in size; many of its hits are not listed in these tables
Target sequence (Q6W5P4 whole entry, looked up): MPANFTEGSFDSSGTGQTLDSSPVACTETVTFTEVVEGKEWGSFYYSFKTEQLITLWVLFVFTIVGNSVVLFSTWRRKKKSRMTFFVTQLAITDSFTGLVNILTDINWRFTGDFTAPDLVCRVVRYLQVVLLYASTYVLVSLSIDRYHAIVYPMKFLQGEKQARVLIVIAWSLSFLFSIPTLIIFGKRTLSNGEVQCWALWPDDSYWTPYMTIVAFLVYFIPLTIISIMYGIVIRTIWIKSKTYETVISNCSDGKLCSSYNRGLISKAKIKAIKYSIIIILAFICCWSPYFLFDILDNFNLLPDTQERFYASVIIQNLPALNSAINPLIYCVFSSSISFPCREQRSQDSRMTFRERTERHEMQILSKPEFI
Lamin A splicing: LMNA splicing modulation. 200,000 compounds, 0.01% hits. Potency, µM (highest dose often 46.1 µM), for the others: at the top dose ratio change, negative = inhibition, hits mostly inhibitors. HeLa LMNA splicing GFP/RFP minigene ratio, 48 h; active means well fitted inhibition curve with a large enough effect in the signal ratio, with a control signal flat, not every such curve was filed as active; inconclusive means small, poorly fitted or top-dose-only effect, or effect the other way, or a change in a side signal; the % refers to the signal ratio; further: potency means the concentration at half of the fitted maximal effect; on the % scale 0 is the no-effect control and ±100 the full control effect
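Read-out is the ratio of GFP to DsRed2 object intensity, acquired by 488 nm laser-scanning cytometry on HeLa lamin A-EGFP minigene reporter cells. Compound incubation 48 hrs at 37 °C in Opti-MEM with 2% FBS; DMSO 0.5% final.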
KinaseGlo FLuc: counter-screen: inhibitors of Kinase-Glo firefly luciferase | 200,000 compounds, 0.28% hits | Kinase-Glo luciferase, ATP luminescence, 8 min | Potency, µM (highest dose often 38.3 µM), inactives show at the top dose activity change, negative = inhibition, hits mostly inhibitors | Q27757; further: potency means the concentration at half of the fitted maximal effect; on the % scale 0 is the no-effect control and ±100 the full control effect; nearly all actives have a fitted effect of over 60% in size
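Substrate mix (final 50 mM imidazole pH 7.2, 50 mM KCl, 7 mM MgCl2, 10 uM ATP, 0.01% Tween 20, 0.05% BSA) plus pin-tool compound, then Kinase-Glo detection mix; 8 min ambient, luminescence read.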
IMPase Li inh: membrane-permeable IMPase blocker, potentiated with lithium. 210,000 compounds, 0.35% hits. Potency, µM (series often up to 59.4 µM), for the others: at the top dose activity, negative = IMPase inhibition, most hits filed as inhibitors. CHO-M1 cells, IP1 TR-FRET (IP-One), carbachol + lithium;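 further: IP1 builds up when IMPase is blocked and the TR-FRET signal falls; potency means the concentration at half of the fitted maximal effect; plate controls were basal vehicle for no effect and high inhibitor control for full effect; nearly all actives have a fitted effect of over 50% in size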
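Readout is a homogeneous TR-FRET IP1 immunoassay (Ex 320, Em 665 and 620), where raised cytosolic IP1 lowers signal. Cells were CHO-M1 treated 30 min at 37C with test compounds plus a little lithium; AC50 values came from Hill-equation fitting.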
GLA spleen mod: inhibitors or activators of human alpha-galactosidase in spleen homogenate; P06280; human spleen homogenate, 4MU-alpha-Gal fluorescence, 40 min; Potency, µM (series often up to 80 µM), for inactives: at the highest dose activity change, negative = inhibition, usual class: inhibitors; 240,000 compounds, 0.008% hits;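 further: potency means the concentration at half of the fitted maximal effect; 0% = enzyme with vehicle and -100% = no enzyme basal signal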
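Fluorogenic readout (Ex 365/Em 440 nm) of 4-methylumbelliferone released from 1 mM 4-MU-alpha-galactoside by spleen homogenate, 40 min at 37C, pH 5.0. Data normalized to no-enzyme and enzyme controls; Hill-equation AC50 from compound titrations.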
Epigenetic derep: epigenetic control regulation, reporter derepression; murine LDR cells, GFP reporter derepression, 30 h; Potency, µM (top dose mostly 53.9 µM), inactives show at the top dose GFP activation, hits mostly activators; 280,000 compounds, 0.2% hits; further: potency means the concentration at half of the fitted maximal effect; % of control where 0% means no effect; nearly all actives have a fitted effect of over 60% in size
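Murine LDR cells bearing a silenced CMV-driven GFP reporter were exposed to compound for 30 h at 37 C. After PBS washes, GFP-positive cells (20-120 um objects) counted by laser-scanning microplate cytometry.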
* = called active by the depositor; u = inconclusive; x = not tested or not shown; [ ] = remark or other dose. Unless noted, the call rests on the fitted dose curve; in most records, active means well fitted curve in the direction sought with a large enough effect; inconclusive means small, poorly fitted or top-dose-only effect, or another doubt; inactive means no such curve, though single readings can be large; an effect the other way counts as inactive or inconclusive. These rows are one share of the data; count on the stated rates, not on these rows.

compound	CBFb-RUNX1 inh	NPSR antag	Lamin A splicing	KinaseGlo FLuc	IMPase Li inh	GLA spleen mod	Epigenetic derep
O=S1(=O)C[C@@H](N2CCOCC2)[C@H](N2CCOCC2)C1	6.6%	-17.8%[46.1 µM]	-9.5%	-3.4%	-21.9%[38.3 µM]	13.7%	1.1%
O=C(CSc1nccc(-c2cccs2)n1)Nc1ccc(Cl)cc1	11.5%	23.3%	1.7%[46 µM]	x	x	0.1%	0.0%
Fc1ccc(CO/N=C2\CCCc3nonc32)cc1	-15.4%	-8.7%	x	-5.2%	30.6%[activator]	-2.0%	-0.2%
C(=N\N1CCN(Cc2cccc3ccccc23)CC1)/c1cccs1	1.4%	-25.0%	x	x	x	0.7%	0.2%
C=CCn1c(SCc2csc(C)n2)nc2scc(-c3ccc(C)o3)c2c1=O	7.7%	-23.3%[46.1 µM]	-2.9%	0.5%	23.7%[38.3 µM]	2.0%	-1.0%
CCCN(Cc1ccccc1)C(=S)Nc1ccc(SC(F)F)cc1	7.5%	-55.3%	x	0.7%	15.3%	3.0%	0.8%
CCCCN1C(=O)C(O)=C(C(C)=O)C1c1ccc(OC)cc1OC (configuration not stated)	4.8%	-4.0%[46.1 µM]	-11.2%	x	x	1.1%	0.8%
CC(CN1CCN(C)CC1)OC(=O)c1ccccc1 (configuration not stated)	4.3%	5.5%[46.1 µM]	-0.2%	4.8%	-18.4%[38.3 µM]	1.0%	-1.9%
CN(Cc1c(C(=O)N(C)Cc2ccccc2)nc2ccccn12)CC1Cc2ccccc2O1 (configuration not stated)	-14.1%	-13.5%	u	1.7%	34.5%[activator]	-14.5%	-2.0%
Cc1ccc2[nH]c(=O)c(CN(C)C(=O)c3ccccn3)cc2c1	-0.7%	10.2%[46.1 µM]	-2.5%	-4.0%	8.3%[38.3 µM]	-2.9%	-0.1%
O=C(c1ccco1)N1CCN=C1SCc1c(F)cccc1Cl	-3.9%	-19.2%[46.1 µM]	0.3%	-8.6%	u	2.9%	0.9%
ClCc1csc(N/N=C/c2cccs2)n1	-18.0%	-6.7%	x	x	x	1.8%	-3.6%
C=CCNC(=S)N1CCN(CCN=CC2=C(O)CC(c3ccco3)CC2=O)CC1 (configuration not stated)	-1.6%	-19.5%[46.1 µM]	-5.0%	-2.3%	7.3%[38.3 µM]	2.6%	7.1%
CCn1c(SCC(=O)O)nnc1-c1ccccc1	15.9%	-2.8%[46.1 µM]	-2.9%	-6.2%	-25.6%[38.3 µM]	-1.4%	-1.3%
COc1ccc([N+](=O)[O-])cc1N(CC1CO1)S(=O)(=O)c1ccc(C)cc1 (configuration not stated)	-2.0%	-3.8%	x	3.4%	20.6%	-9.9%	3.8%
CCCCn1c(SCC(=O)Nc2cccc(OC)c2)nc2ccc(N3CCOCC3)cc2c1=O	-12.3%	u	13.0%	-1.2%	13.2%[38.3 µM]	2.0%	0.0%
O=C(NCc1cccnc1)/C(=C/c1ccccc1)NC(=O)c1ccccc1	3.8%	11.9%	8.4%[46 µM]	0.6%	0.1%	2.9%	-3.1%
CC1(C)Cc2ccccc2C(N/N=C/c2ccc(Cl)cc2)=N1	-21.0%	-43.7%	-15.7%	2.2%	4.0%	8.0%	0.0%
N#Cc1ccc(OCC(=O)OCC(=O)NCCC2=CCCCC2)cc1	-1.4%	14.8%	-11.9%	-1.6%	-0.4%	-1.9%	-1.1%
CCOC(=O)C(Cc1ccc(O)cc1)NC(=O)CNC(=O)C(CC(C)C)NC(=O)OC(C)(C)C (configuration not stated)	-5.2%	1.2%	12.5%	1.0%	6.2%	-14.4%	2.3%

Quoted at random: three compounds from above.
compound	CBFb-RUNX1 inh	NPSR antag	Lamin A splicing	KinaseGlo FLuc	IMPase Li inh	GLA spleen mod	Epigenetic derep
CCCCn1c(SCC(=O)Nc2cccc(OC)c2)nc2ccc(N3CCOCC3)cc2c1=O	-12.3%	u	13.0%	-1.2%	13.2%[38.3 µM]	2.0%	0.0%
Cc1ccc2[nH]c(=O)c(CN(C)C(=O)c3ccccn3)cc2c1	-0.7%	10.2%[46.1 µM]	-2.5%	-4.0%	8.3%[38.3 µM]	-2.9%	-0.1%
COc1ccc([N+](=O)[O-])cc1N(CC1CO1)S(=O)(=O)c1ccc(C)cc1 (configuration not stated)	-2.0%	-3.8%	x	3.4%	20.6%	-9.9%	3.8%

Next part.
compound	CBFb-RUNX1 inh	NPSR antag	Lamin A splicing	KinaseGlo FLuc	IMPase Li inh	GLA spleen mod	Epigenetic derep
CSc1oc(-c2ccco2)nc1S(=O)(=O)c1ccc(F)cc1	7.9%	-20.6%[46.1 µM]	-3.3%	-0.6%	0.8%	-3.2%	1.0%
O=S(=O)(c1ccc2ccccc2c1)N1CCN=C1SCc1cccnc1	-0.6%	-24.2%	x	-2.6%	7.0%	-9.8%	-0.1%
CS(=O)(=O)N(CC(=O)NCCSC1CCCCC1)c1ccc2c(c1)OCO2	3.9%	-6.1%[46.1 µM]	-3.3%	0.2%	22.2%[38.3 µM]	3.4%	2.9%
COc1ccc(C(=O)Nc2ccc(S(=O)(=O)Nc3onc(C)c3C)cc2)c(OC)c1	-3.8%	-8.7%	23.9%[46 µM]	11.5%	4.3%	7.3%	-1.1%
Cc1ccc(S(=O)(=O)Nc2ccc3c(c2)OCCO3)cc1C	0.2%	4.7%	19.7%[46 µM]	1.9%	8.9%	0.9%	-2.1%
O=C(CSCc1ccc(Br)cc1)Nc1ccc(S(=O)(=O)N2CCCCCC2)cc1	22.9%	-26.3%[46.1 µM]	20.3%	3.0%	15.1%[38.3 µM]	-0.1%	-2.7%
CN(C)c1ccc(CNCCC2CCOC(C)(C)C2)cc1 (configuration not stated)	-0.7%	-16.9%[46.1 µM]	10.6%	7.2%	6.5%[38.3 µM]	-4.8%	-4.6%
C=C(C)c1cccc(C(C)(C)NC(=O)N(Cc2ccccc2)Cc2ccco2)c1	-3.7%	u	14.2%	0.0%	30.6%[activator][38.3 µM]	-8.6%	4.6%
CN(Cc1ccccc1)C(=O)N1CCOCC1	-0.9%	-20.3%	x	x	x	-3.1%	1.4%
CC1CCCN(C(=O)C(C)Sc2nc(-c3ccccc3)cc(C(F)(F)F)n2)C1 (configuration not stated)	11.3%	u	u	0.7%	33.3%[activator][38.3 µM]	7.0%	0.7%
Cc1scc(-c2n[nH]c(=S)n2C(C)c2ccccc2)c1C (configuration not stated)	-17.7%	-21.0%	u	0.0%	13.7%	-5.5%	3.4%
O=C(OCC(=O)N1CCc2ccccc21)c1c2c(nc3ccccc13)CCCCC2	0.2%	-25.7%	u	-0.7%	2.5%	3.5%	-1.9%
NCCN=C1NS(=O)(=O)c2ccccc21	2.0%	8.7%[46.1 µM]	-2.5%	-6.2%	20.0%	-7.4%	-1.2%
CC(C)(C)c1ccc(NC(=S)NCCc2ccccn2)cc1	-15.6%	u	x	x	x	-6.6%	-3.2%
O=C(CSc1ccc(Cl)cc1)Nc1ccc(NC(=O)c2ccco2)cc1	1.1%	-10.6%[46.1 µM]	-15.6%	9.5%	-0.5%	2.3%	-3.5%
CC(C)(C)NC(=O)c1cnn2c1NC(c1ccc(F)cc1)CC2C(F)(F)F (configuration not stated)	0.1%	6.2%[46.1 µM]	u	0.4%	-3.9%[38.3 µM]	8.7%	0.9%
CCCCCCNCc1c(F)cccc1Cl	1.3%	11.0%	4.1%	-2.8%	0.7%	-1.9%	0.0%
COc1ccc(-c2ccccc2)cc1NCc1ccccc1C	-14.1%	-1.9%	-6.2%	2.5%	4.4%	6.4%	-3.0%
CN(C)c1ccc(-c2nnc(-c3ccc(S(=O)(=O)C(F)F)cc3)o2)cc1	3.0%	-11.2%[46.1 µM]	-15.9%	-5.9%	10.3%[38.3 µM]	-15.4%	8.6%
CCOC(=O)C1=C(C)NC(C)=C(C(=O)OCC)C1c1ccc(Br)o1	6.0%	u	4.1%	-0.4%	12.2%	2.3%	-0.9%
O=C(c1ccccc1)N1CCN=C1c1ccccc1	3.5%	18.4%	-5.0%	-3.1%	-3.2%	5.5%	-1.0%
Cc1nc2sc(C(c3ccco3)N3CCOCC3)c(O)n2n1 (configuration not stated)	-2.7%	9.9%	-0.6%	1.9%	8.1%	5.9%	-1.0%
CC(C)CCNC(=O)C12CN(Cc3ccccc3)CC1C(c1cccc([N+](=O)[O-])c1)=NO2 (configuration not stated)	-15.8%	u	-4.5%	-7.4%	6.6%[38.3 µM]	2.9%	-0.3%
O=C(Nc1cccnc1Cl)c1cc(-c2ccco2)on1	0.6%	11.8%[46.1 µM]	6.6%	-5.3%	53.0%[activator][38.3 µM]	5.4%	0.7%
COc1ccccc1C(=O)C1CCCN(C(=O)Nc2ccccc2F)C1 (configuration not stated)	-11.0%	0.0%	18.2%[46 µM]	-2.6%	10.9%	7.3%	3.0%
COc1ccccc1C1C2=C(N=C3SCC(=O)N31)c1ccccc1CC2 (configuration not stated)	1.3%	-1.2%[46.1 µM]	u	-2.4%	7.6%[38.3 µM]	9.3%	-0.2%
CN(C)c1ccc(-c2cncnc2Nc2ccccc2)cc1	x	x	u	x	9.4%	-24.8%	x
O=C(Nc1ccc(-c2nc3ccccc3s2)cc1)c1cc(-n2cnnc2)ccc1Cl	-0.6%	-3.9%[46.1 µM]	13.2%	-3.5%	5.7%[38.3 µM]	-23.4%	-2.0%
CCN(CC)c1ccc(NC(=O)c2cnccn2)cc1S(=O)(=O)Nc1ccc(OC)cc1	-14.0%	-42.3%	-19.6%	0.7%	2.4%	6.1%	0.0%
Cc1ccnc(NC(=O)CCc2c(C)nc3ncnn3c2C)c1	0.1%	u	17.0%	0.8%	-0.8%[38.3 µM]	13.4%	0.0%
CC(C)(C)NC(=O)c1cccnc1Sc1ccccc1	-14.2%	6.1%	-2.0%[46 µM]	1.1%	-5.7%	6.8%	1.1%
CCn1c(SCC(=O)Nc2ccccc2C(=O)OC)nnc1-c1ccc(N)cc1	1.9%	-12.5%[46.1 µM]	-4.0%	-0.6%	-7.5%[38.3 µM]	-25.8%	-0.8%
